GAA spleen mod = qHTS Assay for Inhibitors and Activators of Human alpha-Glucosidase From Spleen Homogenate | human spleen homogenate, 4-MU-alpha-glucoside fluorescence | hit rate 0.006% among 240,000 | Lysosomal alpha-glucosidase (Homo sapiens), P10253 | Potency, µM (series often up to 79.9 µM), for inactives: top-dose activity change, negative = inhibition, most hits filed as inhibitors;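 note: potency is the fitted concentration of half-maximal effect; 0% = enzyme with vehicle and -100% = no enzyme basal signal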
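Human spleen homogenate (1 ug) incubated with compounds and 1 mM 4-methylumbelliferyl-alpha-D-glucopyranoside in pH 5.0 citrate/phosphate buffer, 37 C, 40 min. Stopped at pH 10; 4-MU fluorescence (Ex 365/Em 440 nm); AC50 by Hill fit.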
GAA inhib = qHTS Assay for Inhibitors of Human alpha-Glucosidase as a Potential Chaperone Treatment of Pompe Disease | Lysosomal alpha-glucosidase (Homo sapiens), P10253 | purified human GAA, 4-MU-alpha-glucoside fluorescence | AID 1466, 2008 | Potency, µM (highest dose often 76.9 µM), for inactives: top-dose activity change, negative = inhibition, actives largely listed as inhibitors | hit rate 0.005% among 200,000;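 note: potency is the fitted concentration of half-maximal effect; plate controls were uninhibited enzyme wells for no effect and no-enzyme background for full effect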
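Fluorogenic assay: 4 nM human alpha-glucosidase with 400 uM 4-methylumbelliferyl-alpha-D-pyranoside in 50 mM citrate/phosphate, 0.005% Tween-20, pH 5.0, 20 min at room temperature. Compounds tested up to 77 uM; AC50 from Hill fits.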
HttQ103 aggreg = qHTS Multiplex Assay to Identify Dual Action Probes in a Cell Model of Huntington: Aggregate Formation (GFP); PC12 HttQ103-GFP aggregates, Acumen cytometry, 40 h; Potency, µM (highest dose often 46.1 µM), without a hit: top-dose activity change, negative = inhibition, actives largely listed as inhibitors; hit rate 1.1% among 220,000; note: potency is the fitted concentration of half-maximal effect; % is set by controls: 0 for no effect and ±100 for the full control effect; nearly all actives have a fitted effect of over 60% in size
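Aggregate formation scored by laser-scanning cytometer (488 excitation, 500–530 emission) in lysed PC12 cells expressing Q103-GFP after 100 nM tebufenozide induction; library tested in dose series, with ATPLite reagent added in the multiplex.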
GAA glycogen = qHTS Assay for Inhibitors and Activators of Human alpha-Glucosidase Cleavage of Glycogen; Lysosomal alpha-glucosidase (Homo sapiens), P10253; recombinant GAA, glycogen substrate, Amplex Red glucose oxidase fluorescence; Potency, µM (series often up to 76.4 µM), inactives show at the top dose activity change, negative = inhibition, actives largely listed as inhibitors; hit rate 0.38% among 300,000; AID 2100, 2009;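 note: potency is the fitted concentration of half-maximal effect; 0% = full enzyme reaction and -100% = no-enzyme basal signal; the screen sought inhibitors and activators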
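Natural-substrate format: glycogen cleavage by 4 nM human enzyme, glucose read by Amplex Red coupling (Ex 573, Em 610 nm). Normalized to enzyme and no-enzyme controls.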
CBFb RUNX1 block = qHTS Assay for Compounds Blocking the Interaction Between CBF-beta and RUNX1 for the Treatment of Acute Myeloid Leukemia; 230,000 tested, under 10 active; AID 1477, 2009; Potency, µM (titrated, usually from 59.8 µM), for inactives: at the highest dose activity, negative = inhibition, hits mostly inhibitors; AlphaScreen CBFb-His/RUNX1-biotin binding, biochemical; Runt-related transcription factor 1 (Homo sapiens) + Core-binding factor subunit beta …; note: % of control where 0% means no effect
Target sequence (Q01196 whole entry, looked up): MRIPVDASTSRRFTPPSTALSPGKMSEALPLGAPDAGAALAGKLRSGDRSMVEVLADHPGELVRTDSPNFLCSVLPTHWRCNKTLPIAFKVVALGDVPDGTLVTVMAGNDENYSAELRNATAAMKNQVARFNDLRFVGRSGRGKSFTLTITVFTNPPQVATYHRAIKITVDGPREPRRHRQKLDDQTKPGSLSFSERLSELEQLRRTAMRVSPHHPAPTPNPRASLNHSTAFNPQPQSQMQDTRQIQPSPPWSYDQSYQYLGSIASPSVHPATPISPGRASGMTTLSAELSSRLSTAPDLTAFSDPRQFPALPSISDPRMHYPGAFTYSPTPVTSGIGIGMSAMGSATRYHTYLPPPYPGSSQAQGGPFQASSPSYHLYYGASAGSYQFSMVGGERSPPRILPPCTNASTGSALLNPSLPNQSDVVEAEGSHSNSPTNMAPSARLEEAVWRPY
Target sequence (Q13951 whole entry, looked up): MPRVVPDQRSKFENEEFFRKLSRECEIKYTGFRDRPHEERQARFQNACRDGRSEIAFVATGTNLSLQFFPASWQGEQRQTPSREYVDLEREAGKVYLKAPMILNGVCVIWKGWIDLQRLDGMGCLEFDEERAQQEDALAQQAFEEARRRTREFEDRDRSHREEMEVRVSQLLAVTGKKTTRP
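CBF-beta (His) and RUNX1 (biotin), 30 nM each; 20 min preassociation; + compound, 15 min; + beads 50 ng each (Ni, streptavidin), 90 min; RT; AlphaScreen read.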
LMNA splice mod = qHTS Assay for Modulators of Lamin A Splicing | Potency, µM (series often up to 46.1 µM), without a hit: at the top dose ratio change, negative = inhibition, most hits filed as inhibitors | AID 1487, 2009 | hit rate 0.01% among 200,000 | HeLa LMNA splicing GFP/RFP minigene ratio, 48 h; active = well fitted inhibition curve with a large enough effect in the signal ratio, with a control signal flat, not every such curve was filed as active; inconclusive = small, poorly fitted or top-dose-only effect, or effect the other way, or a change in a side signal; the % refers to the signal ratio; note: potency is the fitted concentration of half-maximal effect; % is set by controls: 0 for no effect and ±100 for the full control effect
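S3 HeLa cells stably expressing lamin A-EGFP splicing minigene plus DsRed2, 600 cells/well, 48 h compound exposure at 37C. Laser-scanning cytometry; analysed as GFP (500-530 nm)/RFP (575-640 nm) total intensity ratio; 0.5% DMSO vehicle.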
HTT cytoprotect = qHTS Multiplex Assay to Identify Dual Action Probes in a Cell Model of Huntington: Cytoprotection (ATP); PC12 HTT-Q103 induced, cytoprotection, ATP luminescence, 40 h; hit rate 0.14% among 230,000; AID 1471, 2008; Potency, µM (highest dose often 56.4 µM), for inactives: cytoprotection (ATP increase), usual class: activators;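 note: potency is the fitted concentration of half-maximal effect; % of control where 0% means no effect; nearly all actives have a fitted effect of over 45% in size; toxic huntingtin expression switched on by the ecdysone agonist tebufenozide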
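Rat PC12, Q103 Htt exon1-GFP fusion, ecdysone promoter; tebufenozide inducer 100 nM final; compound titration; qHTS, 1500 cells/well; ATPlite luminescent read.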
Active calls of the source: *; ? = inconclusive; · = not tested or not shown; [ ] = remark or other dose. Unless noted, calls come from the whole dose curve; as a rule, active = well fitted curve in the direction sought with a large enough effect; inconclusive = small, poorly fitted or top-dose-only effect, or another doubt; inactive = no such curve, though single readings can be large; an effect the other way counts as inactive or inconclusive.

Letters: A = GAA spleen mod; B = GAA inhib; C = HttQ103 aggreg; D = GAA glycogen; E = CBFb RUNX1 block; F = LMNA splice mod; G = HTT cytoprotect
COc1cc(NC(=O)c2ccco2)c(OC)cc1NC(=O)CCC(=O)Nc1cccc(C)c1C
  A: -10%	B: -5%	C: -1%	D: 1%	E: -4%	F: -1%	G: -14%[10 µM]

O=C(O)c1cccc(NC(=S)NC(NC(=O)c2ccccc2[N+](=O)[O-])C(Cl)(Cl)Cl)c1 (centres undefined)
  A: -7%	B: 5%	C: -17%	D: 1%	E: 5%	F: ·	G: -27%

CCCS(=O)(=O)N1CCN(Cc2ccncc2)CC1
  A: 8%	B: -2%	C: 6%	D: 2%	E: 4%	F: -4%	G: -8%[10 µM]

O=C(Nc1c2ccccc2nc2ccccc12)C(Cl)(Cl)Cl
  A: ?	B: ?	C: -6%	D: 4%	E: 1%	F: 1%	G: 18%

CC(C)C[C@@H](CC(=O)N[C@@H](CCC(=O)O)CC(=O)O)NC(=O)[C@@H]1CNCC[C@H]1NC(=O)C[C@H](CCCN)NC(=O)C[C@H](Cc1ccccc1)NC(=O)[C@@H]1CCCC[C@H]1N
  A: -1%	B: ·	C: ·	D: ·	E: 15%	F: ·	G: -1%[1.9 µM]

O=[N+]([O-])c1cc(S(=O)(=O)NCCN2CCOCC2)ccc1Sc1nnnn1-c1ccccc1
  A: 2%	B: -6%	C: 4.5µM*	D: 6%	E: -16%	F: ?	G: 24%[10 µM]

N#Cc1ccc(-c2ccccc2)nc1SCCN1CCOCC1
  A: -23%	B: -8%	C: 18%	D: -5%	E: 11%	F: -3%	G: -10%[10 µM]

Cc1cc(/C=C(\C#N)C(=O)NCc2ccco2)c(C)[nH]1
  A: -4%	B: 2%	C: -3%	D: -5%	E: 6%	F: -3%	G: -11%[1.9 µM]

CCOC(=O)C1CCCN(CC(=O)Nc2c(C(=O)OC)[nH]c3ccccc23)C1 (centres undefined)
  A: -8%	B: -5%	C: 7%	D: 1%	E: 2%	F: ?	G: -18%[0.074 µM]

O=C(Nc1ccc(CN2CCOCC2)cc1)c1ccccc1F
  A: 4%	B: 2%	C: -1%	D: 5%	E: -12%	F: -12%	G: 18%[10 µM]

N#Cc1nc(COc2ccccc2)oc1N1CCCC1
  A: 1%	B: 10%	C: -7%	D: 1%	E: -20%	F: 10%	G: -5%

COc1cc(/C=N/NC(=S)NCCN2CCOCC2)cc(OC)c1OC
  A: -6%	B: 3%	C: 10%	D: -14%	E: 1%	F: -13%	G: 3%[10 µM]

CC(C)n1c(N2CCN(C(=O)Nc3ccc(F)cc3F)CC2)nc2ccccc21
  A: -6%	B: 0%	C: -11%	D: -2%	E: 1%	F: 41%	G: -23%

CC1CCCCC1N=C1NC(C)(C)CS1 (centres undefined)
  A: -10%	B: 7%	C: -5%	D: -2%	E: 6%	F: -12%[46 µM]	G: -21%

COc1ccc(Br)cc1/C=N/n1c(C)nnc1C
  A: -3%	B: 2%	C: 11%	D: 3%	E: -3%	F: ?	G: -19%[10 µM]

CCOC(=O)CCCCC(=O)c1[nH]c(=O)[nH]c1C[n+]1ccc(C)cc1
  A: -1%	B: 5%	C: ?	D: -10%	E: 0%	F: ·	G: 3%

CC(C)N(C)C(=O)c1ccc(OC2CCN(CCc3ccccc3)CC2)cc1
  A: -5%	B: 0%	C: 1%	D: -16%	E: 4%	F: ·	G: -26%

CC(C)c1[nH]c(=O)c(C#N)c2c1CSC(C)(C)C2
  A: -3%	B: 5%	C: 1%	D: 15%	E: 4%	F: 4%	G: -14%

O=C(CN1C(=O)c2ccccc2C1=O)NCCOc1ccccc1
  A: 3%	B: 0%	C: 26%[9.22 µM]	D: 11%	E: 20%	F: ?	G: 18%[10 µM]

CCCc1cc(N2CCCC(C(=O)NCC)C2)n2ncnc2n1 (centres undefined)
  A: 2%	B: -2%	C: 2%	D: 3%	E: 0%	F: ?	G: 0%[10 µM]

CCOC(=O)c1c(NC(=O)C2C3C=CC(C3)C2C(=O)O)sc2c1CC(C)(C)OC2 (centres undefined)
  A: 8%	B: 0%	C: 24%	D: 0%	E: -2%	F: ·	G: -47%

CC(=O)NC1C(=O)SC1(C)C (centres undefined)
  A: -2%	B: -6%	C: 5%	D: 0%	E: 5%	F: 0%	G: 18%

c1ccc(CSc2ccc(-c3cccnc3)nn2)nc1
  A: 0%	B: 9%	C: -12%	D: 9%	E: -1%	F: ·	G: -31%[inhibitor]

CCOc1cc(C2NC(=O)NC(C)=C2C(=O)OC(C)CC)cc(Br)c1O (centres undefined)
  A: -3%	B: 6%	C: 18%	D: ?	E: -3%	F: -12%	G: -15%

Cc1cc(C)cc(C(=O)N2CCN=C2SCc2ccc([N+](=O)[O-])cc2)c1
  A: -4%	B: 2%	C: -16%	D: 13%	E: 2%	F: ?	G: 11%[10 µM]

Compound profiles, as listed above. Order of screens: GAA spleen mod	GAA inhib	HttQ103 aggreg	GAA glycogen	CBFb RUNX1 block	LMNA splice mod	HTT cytoprotect
CC(=O)NC1C(=O)SC1(C)C (centres undefined) across the screens: -2%	-6%	5%	0%	5%	0%	18%
O=C(O)c1cccc(NC(=S)NC(NC(=O)c2ccccc2[N+](=O)[O-])C(Cl)(Cl)Cl)c1 (centres undefined) across the screens: -7%	5%	-17%	1%	5%	·	-27%
O=[N+]([O-])c1cc(S(=O)(=O)NCCN2CCOCC2)ccc1Sc1nnnn1-c1ccccc1 across the screens: 2%	-6%	4.5µM*	6%	-16%	?	24%[10 µM]
COc1cc(/C=N/NC(=S)NCCN2CCOCC2)cc(OC)c1OC across the screens: -6%	3%	10%	-14%	1%	-13%	3%[10 µM]

Next part:
Letters: A = GAA spleen mod; B = GAA inhib; C = HttQ103 aggreg; D = GAA glycogen; E = CBFb RUNX1 block; F = LMNA splice mod; G = HTT cytoprotect
CCCOC(=O)C1=C(C)NC2=C(C(=O)C(C(=O)OC)C(C)C2)C1c1ccc(N(C)C)cc1 (centres undefined)
  A: -3%	B: ?	C: 22%	D: -29%	E: -11%	F: -9%	G: -18%[10 µM]

COc1cccc(N(CC(=O)NC(C)c2ccccc2)S(C)(=O)=O)c1 (centres undefined)
  A: -1%	B: 7%	C: 12%	D: 6%	E: -3%	F: 0%	G: 5%[10 µM]

Cc1ccc(/C=N/NC(=S)NCCc2ccccc2)s1
  A: 20%	B: 10%	C: 6%	D: 6%	E: -7%	F: 3%[46 µM]	G: 4%[10 µM]

O=C(CCn1nnc2ccccc21)Nc1nnc(Cc2ccc(F)cc2)s1
  A: 8%	B: -2%	C: -14%	D: 0%	E: 2%	F: 1%	G: 3%[10 µM]

CCN(CC)C(=O)CSC1=Nc2ccccc2C2=NC(c3ccccc3)C(=O)N12 (centres undefined)
  A: 8%	B: 14%	C: 10%[9.22 µM]	D: 13%	E: 7%	F: 5%	G: 31%

CC(C)CCN(CC(=O)NC(C)(C)C)C(=O)C(=O)Nc1ccc2c(c1)OCCO2
  A: -1%	B: 15%	C: 0%[9.22 µM]	D: -8%	E: 9%	F: -11%[46 µM]	G: 11%[10 µM]

Cc1ccc(C(C(=O)NC(C)(C)C)N(C(=O)c2csnn2)C2CC2)cc1 (centres undefined)
  A: 0%	B: 0%	C: -10%	D: 3%	E: -11%	F: -6%	G: 12%[10 µM]

O=C(CN1CCNCC1)Nc1ccccc1Cl
  A: 0%	B: 0%	C: 17%	D: 10%	E: -3%	F: 1%	G: -1%

O=c1[nH]c2cc(Cl)c([N+](=O)[O-])nc2[nH]1
  A: -3%	B: -17%	C: -16%	D: 9%	E: 4%	F: -3%	G: -2%[10 µM]

COc1ccccc1NC(=O)COC(=O)c1ccc(S(=O)(=O)NCc2ccco2)cc1
  A: 5%	B: 0%	C: 7%	D: 4%	E: -11%	F: 16%	G: -22%

O=C(C[n+]1cc2ccccc2c2ccccc21)c1ccccc1
  A: -4%	B: -2%	C: ?	D: -9%	E: -2%	F: ?	G: -54%[inhibitor]

CC(=O)OCC12COC3c4ccccc4OC(C)(CC1C)C3C2C (centres undefined)
  A: ·	B: 2%	C: 11%	D: -1%	E: 3%	F: 7%[46 µM]	G: -25%

CCc1ccc(C(C)NC(=O)/C(C#N)=C\c2cn[nH]c2-c2ccccc2)cc1 (centres undefined)
  A: 0%	B: ?	C: -28%	D: -16%	E: -3%	F: ?	G: -18%

O=C(CN(C(=O)C1COc2ccccc2O1)c1ccccc1)NCC1CCCO1 (centres undefined)
  A: -7%	B: -5%	C: 3%[9.22 µM]	D: 9%	E: 6%	F: -8%	G: -2%

Cn1ncnc1SCc1cn2cccnc2n1
  A: 5%	B: 5%	C: -4%	D: 1%	E: 6%	F: ·	G: -41%[inhibitor]

O=C(C[n+]1ccc(C(=O)c2ccccc2)cc1)Nc1ccc(C(F)(F)F)cc1
  A: -8%	B: 1%	C: 14%	D: 5%	E: 0%	F: -4%[9.22 µM]	G: -23%

COc1ccc(CCNC(=O)C(=O)NCCOc2ccccc2)cc1OC
  A: -4%	B: 10%	C: -2%	D: -1%	E: 0%	F: 1%	G: 23%[10 µM]

CC(=O)c1cccc(NC(=S)NC(=O)Cc2ccccc2)c1
  A: -6%	B: 10%	C: 3%	D: 2%	E: -3%	F: ·	G: -43%[inhibitor]

Cc1ccc(C2C(C#N)=C(N)Oc3c2sc2ccccc32)o1 (centres undefined)
  A: -6%	B: 3%	C: ?	D: 0%	E: -9%	F: 21%	G: 0%[10 µM]

O=C(O)CN(c1ccccc1)C1SC(=O)NC1=O (centres undefined)
  A: 3%	B: -12%	C: -4%	D: -6%	E: 0%	F: 1%	G: -16%

Copied from the list.
CCCOC(=O)C1=C(C)NC2=C(C(=O)C(C(=O)OC)C(C)C2)C1c1ccc(N(C)C)cc1 (centres undefined) in HTT cytoprotect is listed with -18%[10 µM]
CC(=O)OCC12COC3c4ccccc4OC(C)(CC1C)C3C2C (centres undefined) in CBFb RUNX1 block is listed with 3%
